Screening data (PubChem BioAssay)
M5 antag = human M5 muscarinic receptor antagonists, primary screen, CHO cells, Fluo-8 calcium fluorescence. AID 624040, 2012. Muscarinic acetylcholine receptor M5 (Homo sapiens), P08912. 0.59% of 360,000 active. CHO-hM5 cells, ACh EC80. inhibition, % at 3 µM;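 active = inhibition above a per-plate cutoff, the mean of that plate's test compounds plus 3 SD, cut at about 27% in these data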;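 note: 0% = acetylcholine EC80 with DMSO and 100% = DMSO without agonist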
Target sequence (P08912 whole entry, looked up): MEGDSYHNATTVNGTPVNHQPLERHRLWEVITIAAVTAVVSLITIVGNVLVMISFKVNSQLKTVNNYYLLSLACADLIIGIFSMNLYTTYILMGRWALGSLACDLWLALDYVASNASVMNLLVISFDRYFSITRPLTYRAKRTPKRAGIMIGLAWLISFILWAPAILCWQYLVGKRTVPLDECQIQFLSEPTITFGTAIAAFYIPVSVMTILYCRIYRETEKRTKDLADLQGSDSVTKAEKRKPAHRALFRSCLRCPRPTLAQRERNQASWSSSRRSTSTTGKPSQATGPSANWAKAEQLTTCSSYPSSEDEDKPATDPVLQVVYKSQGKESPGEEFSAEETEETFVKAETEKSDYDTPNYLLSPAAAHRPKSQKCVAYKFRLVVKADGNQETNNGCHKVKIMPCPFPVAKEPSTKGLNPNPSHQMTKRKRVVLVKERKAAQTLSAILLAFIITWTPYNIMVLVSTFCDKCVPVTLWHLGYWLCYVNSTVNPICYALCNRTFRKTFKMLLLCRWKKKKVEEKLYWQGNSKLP
M4 antag = human M4 muscarinic receptor antagonists, primary screen, CHO cells, Fluo-8 calcium fluorescence. Muscarinic acetylcholine receptor M4 (Homo sapiens), P08173. CHO-hM4 cells, ACh EC80. inhibition, % at 3 µM. 0.73% of 360,000 active. AID 624125, 2012;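 active = inhibition above its plate's cutoff, the mean inhibition of sample wells plus 3 SD, cut at about 27% in these data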;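 note: 0% = acetylcholine EC80 with DMSO and 100% = DMSO without agonist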
Target sequence (P08173 whole entry, looked up): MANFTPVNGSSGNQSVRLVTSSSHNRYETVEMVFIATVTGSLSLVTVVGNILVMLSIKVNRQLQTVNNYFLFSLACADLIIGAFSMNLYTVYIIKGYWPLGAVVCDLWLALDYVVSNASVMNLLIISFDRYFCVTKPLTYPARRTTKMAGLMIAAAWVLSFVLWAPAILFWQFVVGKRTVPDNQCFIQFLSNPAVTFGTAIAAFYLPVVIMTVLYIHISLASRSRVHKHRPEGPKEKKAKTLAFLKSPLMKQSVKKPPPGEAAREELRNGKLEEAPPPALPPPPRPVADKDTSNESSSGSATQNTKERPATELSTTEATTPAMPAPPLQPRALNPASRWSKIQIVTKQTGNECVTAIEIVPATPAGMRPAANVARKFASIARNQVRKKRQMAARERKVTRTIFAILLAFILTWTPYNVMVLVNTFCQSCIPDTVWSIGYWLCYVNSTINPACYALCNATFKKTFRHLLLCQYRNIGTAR
CHRM5 agonist = human M5 muscarinic receptor agonists, primary screen, CHO-K1 cells, Fluo-8 calcium fluorescence; Muscarinic acetylcholine receptor M5 (Homo sapiens), P08912; CHO-K1 hM5 cells; 0% DMSO wells, 100% maximal acetylcholine response; activation, % at 3 µM; 0.19% of 360,000 active; AID 624037, 2012;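 active = activation above the run's mean over test compounds plus 3 SD, cut at about 23% in these data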;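 note: signal is peak over basal fluorescence ratio across the kinetic read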
M4 ag = human M4 muscarinic receptor agonists, primary screen, CHO-K1 cells, Fluo-8 calcium fluorescence; Muscarinic acetylcholine receptor M4 (Homo sapiens), P08173; CHO-K1 hM4/Gqi5; vehicle 0%, full acetylcholine response 100%; activation, % at 3 µM; 0.14% of 360,000 active; AID 624127, 2012;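 active = activation above the run mean over all test wells plus 3 SD, cut at about 32% in these data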;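 note: peak over basal fluorescence ratio per well then scaled between controls; 0% = DMSO wells and 100% = acetylcholine at EC100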
CHO-K1 Ca antag = M1 antagonist counterscreen hit in parental CHO-K1 cells; inhibition, % at 3 µM; ATP-induced calcium, Fluo-8 fluorescence; 0.6% of 360,000 active; AID 602250;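 active = inhibition above a per-plate cutoff, the plate's mean sample inhibition plus 3 SD, cut at about 24% in these data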;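 note: 0% = DMSO plus EC80 ATP and 100% = DMSO alone without ATP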
CHO-K1 Ca ag = counter-screen for M1 agonists: effect in parental CHO-K1 cells; 0.48% of 360,000 active; Fluo-8 calcium fluorescence; scaled to maximal ATP response, vehicle zero; AID 602248, 2012; activation, % at 3 µM; in the data active = activation above about 15%;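 note: untransfected CHO-K1 host cells lacking M1 receptor as counterscreen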
M1 PAM parental = nonselective calcium activators in parental CHO-K1 cells, primary screen, counter-screen for M1 PAM project, cell-based, Fluo-8 calcium fluorescence, full deck, 1536-well | ATP EC20; 0% at ATP EC20, 100% at ATP max | activation, % at 3 µM | 0.02% of 360,000 active | AID 602247, 2012;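 active = activation above the run cutoff, the mean activation of all test compounds plus 3 SD, cut at about 40% in these data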;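 note: peak over basal fluorescence ratio in a 140 s read after ATP addition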
M4 PAM = human M4 muscarinic receptor positive allosteric modulators, primary screen, CHO-K1 cells, Fluo-8 calcium fluorescence; Muscarinic acetylcholine receptor M4 (Homo sapiens), P08173; CHO-K1 hM4/Gqi5, ACh EC20; 0% = ACh EC20, 100% = maximal ACh; activation, % at 3 µM; 0.4% of 360,000 active; AID 624126, 2012;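 active = activation above its plate's cutoff, the mean activation of sample wells plus 3 SD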; note: some results filed as inactive read as strong as hits
M5 PAM = human M5 muscarinic receptor positive allosteric modulators, primary screen, CHO-K1 cells, Fluo-8 calcium fluorescence; Muscarinic acetylcholine receptor M5 (Homo sapiens), P08912; CHO-K1 hM5, ACh EC20 PAM; 0% = ACh EC20, 100% = ACh EC100; activation, % at 3 µM; 0.3% of 360,000 active; AID 624038, 2012;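 active = activation above the run cutoff, the mean activation of all test compounds plus 3 SD, cut at about 18% in these data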
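System – CHO-K1 hM5 cells · Compound – 3 µM, single dose · Incubation – compound preincubation 140 s before EC20 acetylcholine addition · Technique – Fluo-8 calcium fluorescence · Measure – Max/basal fluorescence ratio as % of EC20–EC100 ACh window · Benchmarks – low control EC20 acetylcholine (0%), high control EC100 acetylcholine (100%) · Replication – singlicate, one well per test compound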
* marks the source's active call; other numbers are inactive results; · = no result given.

SMILES | M5 antag | M4 antag | CHRM5 agonist | M4 ag | CHO-K1 Ca antag | CHO-K1 Ca ag | M1 PAM parental | M4 PAM | M5 PAM
COCCn1c(C)cc(C(=O)COC(=O)/C=C/c2c(C)nn(C3CCS(=O)(=O)C3)c2Cl)c1C (stereo unspecified) | -1.2 | -2.8 | 6.7 | 6.3 | -2.4 | 1.7 | 17.0 | -1.0 | 0.4
COc1ccc2nc(C)cc(SCC(=O)NNC(=O)COc3cccc4ccccc34)c2c1 | 20.8 | 14.0 | 0.6 | 14.9 | -0.6 | 5.3 | 11.4 | -10.0 | -15.8
CCCc1ccc(C(O)c2ncc(-c3ccccc3)[nH]2)cc1 (stereo unspecified) | 0.8 | -6.7 | 1.3 | 8.1 | -1.5 | 1.6 | -0.7 | 5.0 | -1.6
O=C(O)c1ccccc1C(=O)N1N=C(c2ccccc2)CC1c1ccccc1O (stereo unspecified) | 5.9 | 0.6 | -2.6 | -0.6 | -7.2 | 0.1 | 9.7 | -4.6 | -4.0
O=C(O)CC(C(=O)Nc1ccc(Cl)c(Cl)c1)C1CCCO1 (stereo unspecified) | 1.9 | -3.4 | -1.3 | 0.8 | -2.7 | 0.4 | 7.1 | 11.4 | 0.6
O=C(O)/C=C/C(=O)N1N=C(c2ccco2)CC1c1ccco1 (stereo unspecified) | 21.9 | 22.8 | 1.2 | 20.2 | 6.3 | 6.3 | -4.1 | -14.5 | -13.5
O=[N+]([O-])/C(C=Nc1ccccc1O)=C\Nc1ccccc1O | 6.4 | 1.9 | -4.0 | 0.0 | -6.2 | 0.6 | 17.6 | -13.5 | -3.1
Cc1cc2c(=O)n(C)c(SCC(=O)c3cc4ccccc4o3)nc2s1 | -4.4 | -8.8 | 2.0 | 0.0 | -10.0 | 0.0 | 10.0 | 1.4 | -0.3
CCC1CCCCN1C1Sc2ccc(C(=O)OC)cc2NC1=O (stereo unspecified) | 10.4 | 23.8 | -1.6 | 0.7 | -8.9 | 0.4 | 10.5 | 3.9 | -2.8
Cc1cc(C)n(C(C)CNS(=O)(=O)c2ccc(Cl)cc2)n1 (stereo unspecified) | 1.7 | -0.8 | -3.4 | -0.1 | -13.6 | 1.2 | 18.2 | 8.0 | 4.6
CC(Oc1ccc(Br)cc1)C(=O)Nc1cc(Cl)ccc1N1CCN(C)CC1 (stereo unspecified) | 7.4 | -13.9 | 2.1 | -0.6 | -9.5 | 0.8 | 5.3 | 10.6 | -5.0
COc1cccc(-c2nn(-c3ccccc3)cc2C(=O)n2nnc3ccccc32)c1 | 4.2 | -4.6 | -2.2 | 1.4 | -1.4 | 0.3 | 11.0 | 12.0 | -5.6
CCOCCSc1nnc2nc(C)cc(C)n12 | -2.9 | -1.4 | 1.1 | 0.1 | -6.7 | 0.6 | 14.6 | 6.2 | -2.9
CCCc1ccc(C(O)c2ncc(-c3cccc(OC)c3)[nH]2)cc1 (stereo unspecified) | 6.7 | 4.9 | 1.2 | 5.9 | 15.9 | 11.3 | -6.2 | -2.4 | 0.0
COc1ccc(C(=O)Nc2cc([N+](=O)[O-])ccc2N2CCCC2)cc1 | 6.1 | -9.1 | -5.2 | 0.0 | -14.9 | 0.4 | 12.8 | 15.9 | 5.4
COc1ccccc1-n1cnnc1SC1CCOC1=O (stereo unspecified) | -2.3 | -12.6 | -2.7 | 1.5 | -14.6 | 1.0 | 18.1 | 13.7 | 2.0
CCCC(=O)Nc1ccc(Cl)c(NC(=O)c2ccc([N+](=O)[O-])cc2Cl)c1 | 1.1 | -17.6 | -3.2 | 6.2 | -10.7 | 2.1 | 20.6 | 4.0 | -6.9
CC(C)C(=O)N1CCN(c2ccc(NC(=O)c3ccc(Br)o3)cc2)CC1 | -8.2 | -3.2 | 0.1 | 7.1 | -7.3 | 2.6 | 15.4 | -3.0 | -1.3
O=C(Nc1ccc2c(c1)OCCO2)c1ccc(NC(=O)C2CCCO2)cc1 (stereo unspecified) | -9.6 | -10.2 | -5.4 | 1.4 | -10.8 | 0.5 | 6.0 | 9.1 | 2.5
COc1cc(CCCN2C(=O)C(=O)NC[C@@H]2CC2CCCCC2)cc(OC)c1OC | 2.5 | 4.1 | 2.3 | -0.1 | 0.5 | -0.5 | 8.4 | 2.5 | -0.2
CCC(c1ccccc1)C(CC)c1cc(O)c(O)c(O)c1 (stereo unspecified) | 6.3 | -2.8 | 3.8 | 0.6 | 3.0 | 0.0 | -12.2 | 9.1 | -0.8
O=C(O)Cc1ccc(NC(=O)CCN2C(=O)c3ccc([N+](=O)[O-])cc3C2=O)cc1 | 0.2 | -3.6 | -2.1 | 1.0 | -0.6 | -0.1 | 8.2 | 3.4 | -4.4
Cc1cc2nc(-c3ccc[nH]c3=O)n(Cc3ccccc3F)c2cc1C | 7.2 | -1.2 | -1.7 | 1.0 | -7.2 | -0.2 | -3.5 | -7.7 | -4.5
CCCc1cc(=O)[nH]c(SCC(=O)N2c3ccccc3NC(=O)C2(C)C)n1 | 1.8 | -11.3 | -0.8 | -0.4 | -1.3 | 0.1 | 1.5 | 11.3 | 9.1

Profiles, quoted from the list:
CC(Oc1ccc(Br)cc1)C(=O)Nc1cc(Cl)ccc1N1CCN(C)CC1 (stereo unspecified) is listed with M5 antag: 7.4; M4 antag: -13.9; CHRM5 agonist: 2.1; M4 ag: -0.6; CHO-K1 Ca antag: -9.5; CHO-K1 Ca ag: 0.8; M1 PAM parental: 5.3; M4 PAM: 10.6; M5 PAM: -5.0
Cc1cc(C)n(C(C)CNS(=O)(=O)c2ccc(Cl)cc2)n1 (stereo unspecified) is listed with M5 antag: 1.7; M4 antag: -0.8; CHRM5 agonist: -3.4; M4 ag: -0.1; CHO-K1 Ca antag: -13.6; CHO-K1 Ca ag: 1.2; M1 PAM parental: 18.2; M4 PAM: 8.0; M5 PAM: 4.6

Carrying on:
SMILES | M5 antag | M4 antag | CHRM5 agonist | M4 ag | CHO-K1 Ca antag | CHO-K1 Ca ag | M1 PAM parental | M4 PAM | M5 PAM
CC1(c2ccccc2)C(C#N)C(=O)NC(=O)C1C#N (stereo unspecified) | 14.4 | -21.5 | -1.2 | 0.7 | -7.3 | 0.2 | 2.4 | 6.2 | -7.6
CCCC(=O)Nc1nnc(SCC(=O)Nc2ccc3c(c2)OCO3)s1 | 2.2 | -2.3 | -0.4 | 0.1 | -11.6 | 0.3 | 17.2 | 0.1 | -1.1
Nc1ccc2oc(CCc3ccccc3)nc2c1 | -2.2 | 6.2 | -6.5 | 1.2 | -15.1 | 0.2 | -1.1 | 3.0 | 1.1
Cc1cccc(NC(=O)/C(C#N)=C/c2cccc([N+](=O)[O-])c2)n1 | -2.1 | 1.0 | -0.8 | 2.6 | -9.4 | 0.8 | -11.4 | -7.0 | -4.9
COc1ccc(Cl)cc1NC(=O)CN(C)C(=O)Cc1n[nH]c(=O)c2ccccc12 | 8.0 | -2.6 | -4.1 | 1.0 | -5.2 | 0.2 | -2.2 | -4.1 | -0.6
Cc1nn(C)c(C)c1Nc1ccc(N2C(=O)C3C4C=CC(C4)C3C2=O)cc1[N+](=O)[O-] (stereo unspecified) | -7.5 | 7.2 | -10.2 | 1.9 | -7.0 | 2.0 | 16.4 | 1.1 | 10.1
O=C(CSc1nnc(SCc2ccccc2)s1)N/N=C/c1c(Cl)cccc1Cl | -4.0 | -7.1 | 0.1 | 0.7 | -11.1 | 0.5 | 7.0 | -1.6 | 1.4
Cc1nonc1OC(C)CNc1ccc([N+](=O)[O-])cc1 (stereo unspecified) | 2.2 | -2.7 | -11.6 | 1.4 | 8.3 | 0.9 | -3.4 | -5.1 | -17.9
N=c1c(C(=O)NCCc2ccccc2)cc2c(=O)n3ccccc3nc2n1CC1CCCO1 (stereo unspecified) | -4.2 | 8.6 | -4.9 | 2.5 | -1.3 | 0.3 | -0.8 | -8.6 | 3.7
COCCNC(=O)CSc1nc2ccccc2c(=O)n1CCC(=O)NCCc1ccc(OC)c(OC)c1 | 2.3 | 1.3 | 3.5 | 1.2 | -17.2 | 2.0 | 21.0 | -2.5 | 8.6
COc1ccccc1C(=O)Nc1ccccc1C(=O)NC1CCCCC1 | 2.7 | 1.7 | -2.2 | 7.2 | -1.1 | 2.1 | 7.2 | 2.3 | 2.3
CCc1ccc(/C=N/NC(=O)c2ccc(OC3CCCC3)cc2)s1 | -3.6 | 9.3 | -1.0 | -0.3 | 3.8 | 0.4 | 12.1 | -1.5 | 4.0
Cc1c(Cl)c([N+](=O)[O-])nn1CCCC(=O)N(Cc1ccccc1)Cc1ccccc1 | 0.1 | 2.1 | -3.0 | 2.8 | -2.7 | 0.7 | 18.0 | -3.9 | -4.6
COc1ccc(/C(C)=N/NC(=O)C2C3CCCCC32)c(OC)c1 (stereo unspecified) | 1.0 | -1.6 | -2.0 | 0.4 | -3.7 | 0.1 | 14.7 | -0.5 | -5.5
COC(=O)[C@@]12C[C@@H](CC(=O)NCCc3ccccc3OC)C(=O)N(Cc3ccco3)C1=CCC(C)(C)C2 | -3.5 | -13.7 | -1.1 | 4.4 | · | · | · | 3.1 | -1.4
O=C(O)c1ccc(N2C(=O)CC(N3CCN(c4ccc(Cl)cc4)CC3)C2=O)cc1 (stereo unspecified) | 20.5 | 10.5 | -1.3 | -0.4 | 7.1 | -0.1 | 2.4 | -6.2 | -4.3
O=C1NCCNC1c1ccccc1 (stereo unspecified) | 5.7 | -4.7 | 4.2 | 0.7 | 6.4 | -0.4 | 11.0 | 6.0 | 1.0
CC(C)NC(=O)CSc1nnc(-c2ccncc2)n1-c1ccccc1 | 3.6 | 2.8 | -2.7 | 0.7 | -8.9 | 1.4 | 13.2 | 1.5 | -1.7
COc1ccc(N2CC(C(=O)NCCc3ccc(Cl)cc3)CC2=O)cc1 (stereo unspecified) | 7.4 | -10.2 | -0.6 | 4.8 | -21.5 | 1.7 | 0.0 | 3.2 | -5.1
CSCCC(C)N1CCC(Oc2ccc(C(=O)NCc3ccccn3)cc2)CC1 (stereo unspecified) | -14.1 | -5.7 | -2.2 | 0.5 | -0.1 | 0.2 | 9.6 | 0.1 | 0.0
O=C(NNC(=O)c1ccc(F)cc1F)c1ccc2c(c1)OCO2 | -12.1 | 7.8 | -2.0 | 1.1 | 13.0 | 0.1 | -14.1 | -7.7 | 3.1
O=C(O)CCC(=O)NN1C(=O)c2ccccc2NC1c1ccco1 (stereo unspecified) | 5.2 | -5.9 | -0.2 | -0.1 | -11.6 | -0.2 | 8.1 | 5.7 | -1.1
O=C(NC1CCCCC1)C(c1cccs1)N(CCCN1CCOCC1)C(=O)c1ccc(-c2ccccc2)[nH]1 (stereo unspecified) | 7.6 | -4.7 | -4.0 | 2.2 | 2.8 | 2.4 | 9.9 | -1.9 | -6.5
